Screens (PubChem)
GAA850 FXN act: activators of GAA850 frataxin (FXN) promoter. HEK293 lucGAA850 FXN promoter luciferase reporter, 24 h; percent of 10 µM SAHA response. activation, % at 6 µM. hit rate 0.56% among 360,000;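 active means activation above the average of all compounds screened plus 3 SD, cutoff fixed separately per campaign, cut at about 7.5% in these data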;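 further: 0% = DMSO wells and 100% = 10 µM SAHA wells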
DAX1 inh-1: inhibitors of human orphan nuclear receptor DAX1 (NR0B1); hit rate 0.99% among 340,000; inhibition, % at 6.75 µM; P51843; HEK293 Gal4-DAX1 luciferase reporter, luminescence; AID 504766;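 active means inhibition above the mean over all tested compounds plus 3 SD, cut at about 4.2% in these data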;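 further: 0% = DAX1-transfected cells with DMSO and 100% = empty-vector control cells with DMSO; inhibition shows as a rise in luminescence from relieved DAX1 repression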
Target sequence (P51843 207-470 limits assumed): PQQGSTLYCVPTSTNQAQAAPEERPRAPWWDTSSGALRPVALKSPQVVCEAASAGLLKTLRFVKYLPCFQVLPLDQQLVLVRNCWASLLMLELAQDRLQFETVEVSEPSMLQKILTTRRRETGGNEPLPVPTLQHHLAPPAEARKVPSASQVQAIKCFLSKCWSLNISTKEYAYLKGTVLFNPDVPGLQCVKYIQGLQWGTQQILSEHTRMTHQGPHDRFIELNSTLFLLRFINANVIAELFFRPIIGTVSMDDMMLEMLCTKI
hgDAF-12 ag: activates the H. glycines DAF-12 receptor ligand-binding domain; AID 687014; activation, % at 6.8 µM; HEK293 GAL4-hgDAF12 UAS-luciferase reporter, agonist luminescence; normalized to butyrate control; hit rate 1.8% among 370,000;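 active means activation above a cutoff set at the mean of all screened compounds plus 3 SD, cut at about 10% in these data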;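 further: 0% = DMSO wells and 100% = sodium butyrate wells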
GC-A act: GC-A (human) enzyme activation. activation, % at 10 µM. hit rate 0.14% among 370,000. AID 1671463. HEK293 GC-A cells, cGMP TR-FRET, EC30 ANP; 0% at EC30 ANP, 100% saturating ANP; in the data active means activation above about 40%
SMARCA2 act: activators of SMARCA2 function. MG213 cells, MMTV-luciferase reporter, dexamethasone, overnight. activation, % at 9.1 µM. hit rate 1% among 370,000. AID 652017; in the data active means activation above about 7.8%;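 further: 0% = vehicle wells and 100% = reference activator wells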
ssDAF-12 act: S. stercoralis DAF-12 activation, primary screen; activation, % at 6.8 µM; hit rate 1% among 370,000; AID 652126; HEK293 ssDAF-12/GRIP1 lit1-tk-luc reporter, luminescence; % of 3 µM dafachronic acid response;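 active means activation above the mean over all tested compounds plus 3 SD, cut at about 0.9% in these data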;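 further: 0% = DMSO-only wells and 100% = 3 µM delta7-dafachronic acid wells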
PG9 binder: binds the HIV-1 gp120 antibody PG9 | TR-FRET gp120-PG9 antibody binding | inhibition, % at 6.7 µM | hit rate 0.43% among 360,000 | AID 624416; in the data active means inhibition above about 8.5%
ADAM17 inh: ADAM17 inhibition, QFRET primary screen. P78536. recombinant ADAM17, EDANS/DABCYL FRET peptide cleavage. inhibition, % at 6.95 µM. hit rate 0.83% among 370,000;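 active means inhibition above the mean of compounds lying between control limits plus 3 SD, set per campaign, cut at about 8.5% in these data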;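 further: 0% = DMSO-only wells as the low control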
Target sequence (P78536 215-824 limits assumed): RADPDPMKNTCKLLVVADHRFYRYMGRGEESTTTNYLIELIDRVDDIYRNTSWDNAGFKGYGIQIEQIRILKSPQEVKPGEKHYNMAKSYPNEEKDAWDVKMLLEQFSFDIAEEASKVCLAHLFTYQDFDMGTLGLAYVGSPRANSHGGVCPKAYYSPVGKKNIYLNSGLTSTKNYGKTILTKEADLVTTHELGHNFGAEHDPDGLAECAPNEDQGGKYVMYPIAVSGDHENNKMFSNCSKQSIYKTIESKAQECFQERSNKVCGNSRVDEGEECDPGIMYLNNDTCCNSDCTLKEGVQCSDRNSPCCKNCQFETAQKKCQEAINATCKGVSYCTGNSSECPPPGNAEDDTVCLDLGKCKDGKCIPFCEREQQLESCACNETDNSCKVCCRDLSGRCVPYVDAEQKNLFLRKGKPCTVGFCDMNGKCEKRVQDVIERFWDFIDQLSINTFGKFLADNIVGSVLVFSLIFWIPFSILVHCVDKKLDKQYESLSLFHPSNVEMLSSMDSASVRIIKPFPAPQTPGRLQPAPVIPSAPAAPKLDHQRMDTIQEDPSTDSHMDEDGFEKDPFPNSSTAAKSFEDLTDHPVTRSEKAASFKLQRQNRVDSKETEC
hcDAF-12 act: activators of H. contortus DAF-12 nuclear receptor. HEK293 hcDAF-12 lit1-tk-luc reporter, luminescence; 0% DMSO, 100% Δ7-dafachronic acid. activation, % at 6.8 µM. hit rate 1.4% among 370,000. AID 652067;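 active means activation above the mean of all tested compounds plus 3 SD, cut at about 5.5% in these data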;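 further: 100% = response to 3 µM Δ7-dafachronic acid high control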
DAX1 inh-2: blocks DAX1 repression of SF-1 activated StAR promoter; AID 652010; HEK293T StAR-luciferase reporter, SF-1/DAX-1 repression relief; hit rate 1.1% among 370,000; inhibition, % at 6.8 µM;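 active means inhibition above the mean over all tested compounds plus 3 SD, cut at about 3.6% in these data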;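 further: 0% = DAX-1 cells with DMSO and 100% = cells lacking DAX-1 with DMSO; higher inhibition means more luminescence from relief of DAX-1 repression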
ADAM10 inh: inhibitors of human ADAM10 | recombinant ADAM10, EDANS/DABCYL FRET peptide cleavage, 3 h | hit rate 0.62% among 370,000 | inhibition, % at 7 µM;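 active means inhibition above a per-campaign cutoff equal to the mean of compounds falling between control-based bounds plus 3 SD, cut at about 20% in these data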;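 further: 0% = DMSO wells while the 100% control is not disclosed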
* = called active by the depositor.

Results for Cc1ccc(OCC(=O)NNC(=O)C2CC(=O)N(c3ccc4c(c3)OCCO4)C2)cc1 (configuration not stated) ?
GAA850 FXN act: 1.0; DAX1 inh-1: 1.4; hgDAF-12 ag: -1.4; GC-A act: 0.7; SMARCA2 act: 0.9; ssDAF-12 act: -0.9; PG9 binder: 0.1; ADAM17 inh: -3.2; hcDAF-12 act: 0.3; DAX1 inh-2: 0.0; ADAM10 inh: 1.1

Results for O=C(CCSc1nnc2scc(-c3ccccc3)n12)NCc1ccc2c(c1)OCO2 ?
GAA850 FXN act: 2.2; DAX1 inh-1: -0.5; hgDAF-12 ag: -1.3; GC-A act: -1.6; SMARCA2 act: -3.5; ssDAF-12 act: -1.2; PG9 binder: 0.0; ADAM17 inh: 1.2; hcDAF-12 act: -1.3; DAX1 inh-2: 1.0; ADAM10 inh: 9.5

What do the screens show for `COc1cc(CNC(=O)CCCCCCC(C)C)ccc1O`?
GAA850 FXN act: 0.6; DAX1 inh-1: -0.2; hgDAF-12 ag: 1.2; GC-A act: 0.9; SMARCA2 act: -3.5; ssDAF-12 act: -1.0; PG9 binder: -0.7; ADAM17 inh: -5.1; hcDAF-12 act: -2.8; DAX1 inh-2: 0.1; ADAM10 inh: -7.6

How did Cc1ccc(C)c(NC(=O)CSc2nnc(-c3ccco3)o2)c1 do in these assays?
GAA850 FXN act: -0.4; DAX1 inh-1: 0.9; hgDAF-12 ag: -2.7; GC-A act: 2.1; SMARCA2 act: 0.1; ssDAF-12 act: -1.1; PG9 binder: 1.0; ADAM17 inh: -3.5; hcDAF-12 act: -1.2; DAX1 inh-2: 1.6; ADAM10 inh: -3.5

Results for COc1cccc(/C=N/NC(N)=S)c1OCc1ccccc1Cl ?
GAA850 FXN act: -0.5; DAX1 inh-1: 0.4; hgDAF-12 ag: -2.3; GC-A act: -4.2; SMARCA2 act: -1.0; ssDAF-12 act: -0.9; PG9 binder: -1.1; ADAM17 inh: -3.6; hcDAF-12 act: -1.7; DAX1 inh-2: -0.7; ADAM10 inh: -14.9

How did CCN(CC)C(=O)c1ccc(-c2nnc(Nc3ccc(C(=O)N(C)C)cc3)c3ccccc23)cc1 do in these assays?
GAA850 FXN act: -1.2; DAX1 inh-1: -0.1; hgDAF-12 ag: -6.4; GC-A act: -1.3; SMARCA2 act: -2.5; ssDAF-12 act: -1.5; PG9 binder: -1.0; ADAM17 inh: -6.7; hcDAF-12 act: -2.9; DAX1 inh-2: -0.7; ADAM10 inh: -12.6

What do the screens show for `COc1cc(/C=N/OCC(=O)Nc2cc(C)cc(C)c2)ccc1OCc1ccc(Cl)cc1`?
GAA850 FXN act: 6.9; DAX1 inh-1: -0.5; hgDAF-12 ag: 15.6*; GC-A act: 2.3; SMARCA2 act: 6.7; ssDAF-12 act: -0.6; PG9 binder: -0.7; ADAM17 inh: 4.2; hcDAF-12 act: 4.5; DAX1 inh-2: 1.3; ADAM10 inh: 8.6

What do the screens show for `CNC(=O)CN1C(=O)c2cccc3cccc1c23`?
GAA850 FXN act: 0.9; DAX1 inh-1: 0.7; hgDAF-12 ag: 0.6; GC-A act: -0.9; SMARCA2 act: 1.0; ssDAF-12 act: -1.2; PG9 binder: -1.7; ADAM17 inh: -27.0; hcDAF-12 act: -1.7; DAX1 inh-2: 0.4; ADAM10 inh: -83.6

How did O=C1C=Cc2cccc3ccc(O)c1c23 do in these assays?
GAA850 FXN act: 0.9; DAX1 inh-1: -1.2; hgDAF-12 ag: 6.6; GC-A act: 5.8; SMARCA2 act: -4.5; ssDAF-12 act: -1.4; PG9 binder: 15.6*; ADAM17 inh: -113.6; hcDAF-12 act: 2.5; DAX1 inh-2: 0.2; ADAM10 inh: -419.6

What do the screens show for `COCCCNC(=O)Cc1c(C)c2c(cc(C)c3c(C(C)(C)C)coc32)oc1=O`?
GAA850 FXN act: -0.6; DAX1 inh-1: -1.0; hgDAF-12 ag: -1.9; GC-A act: 0.1; SMARCA2 act: 0.5; ssDAF-12 act: -1.4; PG9 binder: -1.0; ADAM17 inh: -171.4; hcDAF-12 act: -2.3; DAX1 inh-2: 0.6; ADAM10 inh: -432.3

How did COC(=O)C1=C(C)N(C)C(=O)NC1c1ccc(C)cc1 (configuration not stated) do in these assays?
GAA850 FXN act: 1.4; DAX1 inh-1: -1.1; hgDAF-12 ag: -1.2; GC-A act: 1.3; SMARCA2 act: -4.0; ssDAF-12 act: -1.1; PG9 binder: 0.1; ADAM17 inh: -4.7; hcDAF-12 act: -1.5; DAX1 inh-2: -0.4; ADAM10 inh: -3.0

How did O=C(CSc1nnnn1-c1ccccc1)N1N=CCC1c1ccccc1 (configuration not stated) do in these assays?
GAA850 FXN act: -0.6; DAX1 inh-1: -0.3; hgDAF-12 ag: 1.2; GC-A act: 0.8; SMARCA2 act: 1.1; ssDAF-12 act: -1.3; PG9 binder: -0.3; ADAM17 inh: -0.5; hcDAF-12 act: -0.3; DAX1 inh-2: -0.1; ADAM10 inh: 0.7

How did CCCOc1ccc2c(=O)c(N3C(=O)c4ccccc4C3=O)c(C)oc2c1 do in these assays?
GAA850 FXN act: -0.5; DAX1 inh-1: -0.8; hgDAF-12 ag: -0.9; GC-A act: 7.4; SMARCA2 act: 0.1; ssDAF-12 act: -1.6; PG9 binder: 0.5; ADAM17 inh: -14.7; hcDAF-12 act: -2.2; DAX1 inh-2: 0.5; ADAM10 inh: -48.4

What do the screens show for `COc1cc(Br)c(CC(=O)O)cc1OC`?
hgDAF-12 ag: -1.9; GC-A act: 4.8; SMARCA2 act: 3.7; ssDAF-12 act: -1.5; PG9 binder: 0.5; ADAM17 inh: 1.2; hcDAF-12 act: 0.1; DAX1 inh-2: -0.8; ADAM10 inh: -0.4

How did COc1ccc(S(=O)(=O)NC2CC2)cc1C(=O)N1CCOCC1 do in these assays?
GAA850 FXN act: 2.9; DAX1 inh-1: 0.5; hgDAF-12 ag: -1.0; GC-A act: -1.2; SMARCA2 act: -0.5; ssDAF-12 act: -0.8; PG9 binder: -0.8; ADAM17 inh: -4.0; hcDAF-12 act: -2.2; DAX1 inh-2: 0.3; ADAM10 inh: -6.7

What do the screens show for `Cc1ccc(-n2c(SC/C=C/c3ccccc3)nnc2-c2cccs2)cc1`?
hgDAF-12 ag: 0.4; GC-A act: -12.4; SMARCA2 act: -5.9; ssDAF-12 act: -1.6; ADAM17 inh: 7.7; hcDAF-12 act: -1.8; DAX1 inh-2: -1.6; ADAM10 inh: 12.7

What do the screens show for `COc1ccc(CN2C(=O)c3cccnc3C2Nc2ccc(OC)c(Cl)c2)cc1` (configuration not stated)?
GAA850 FXN act: 2.3; DAX1 inh-1: 0.1; hgDAF-12 ag: -2.1; GC-A act: 0.9; SMARCA2 act: 1.6; ssDAF-12 act: -2.0; PG9 binder: 0.2; ADAM17 inh: 0.1; hcDAF-12 act: -0.1; DAX1 inh-2: -0.7; ADAM10 inh: -2.4

What do the screens show for `COc1ccccc1-c1ncn(Cc2cccc(-c3ccccc3)c2)c1-c1ccco1`?
hgDAF-12 ag: -0.6; GC-A act: -8.2; SMARCA2 act: -4.8; ssDAF-12 act: -0.9; PG9 binder: -1.7; ADAM17 inh: 6.8; hcDAF-12 act: -2.6; DAX1 inh-2: -0.4; ADAM10 inh: 6.2

Results for O=C(CCc1nnc(C2CCCCC2)o1)N1CCC(Oc2cccnc2)CC1 ?
GAA850 FXN act: 1.9; DAX1 inh-1: -1.2; hgDAF-12 ag: 0.3; GC-A act: -0.2; SMARCA2 act: 0.1; ssDAF-12 act: -1.3; PG9 binder: -0.1; ADAM17 inh: 1.6; hcDAF-12 act: -1.7; DAX1 inh-2: 0.0; ADAM10 inh: 1.7

Results for C=Cc1ccc(Cn2c(=O)n(CCCOC)c(=O)c3sccc32)cc1 ?
GAA850 FXN act: 1.2; DAX1 inh-1: -1.2; hgDAF-12 ag: -2.1; GC-A act: 6.9; SMARCA2 act: -1.2; ssDAF-12 act: -1.7; PG9 binder: 0.9; ADAM17 inh: -1.6; hcDAF-12 act: -1.7; DAX1 inh-2: -0.7; ADAM10 inh: -2.8

Results for COCCNC(=O)C1c2ccccc2C(=O)N(CCOC)C1c1ccc(F)cc1 (configuration not stated) ?
GAA850 FXN act: 2.1; DAX1 inh-1: -1.1; hgDAF-12 ag: -0.9; GC-A act: -1.0; SMARCA2 act: -2.6; ssDAF-12 act: -1.1; PG9 binder: 0.5; ADAM17 inh: -4.3; hcDAF-12 act: 0.7; DAX1 inh-2: -0.5; ADAM10 inh: -9.3

How did O=c1[nH]c2ccccc2nc1/C=C(\O)C1CC1 do in these assays?
GAA850 FXN act: 0.1; DAX1 inh-1: -0.1; hgDAF-12 ag: 1.0; GC-A act: -2.0; SMARCA2 act: 5.2; ssDAF-12 act: -0.7; PG9 binder: -6.3; ADAM17 inh: -10.3; hcDAF-12 act: -2.0; DAX1 inh-2: -0.5; ADAM10 inh: -34.7

What do the screens show for `COc1ccc(N2CCN(CC(=O)c3ccc(O)cc3O)CC2)cc1`?
GAA850 FXN act: 0.0; DAX1 inh-1: 0.1; hgDAF-12 ag: -0.1; GC-A act: -2.8; SMARCA2 act: -0.2; ssDAF-12 act: -1.3; PG9 binder: -1.6; ADAM17 inh: -2.5; hcDAF-12 act: 0.9; DAX1 inh-2: 0.7; ADAM10 inh: 0.5

Results for CCCCCCn1cc(CN2CC(N3CCN(CCN(C)C)CC3)CS2(=O)=O)nn1 (configuration not stated) ?
hgDAF-12 ag: -2.5; GC-A act: 0.8; SMARCA2 act: -4.2; ssDAF-12 act: -1.0; PG9 binder: -1.2; ADAM17 inh: -3.5; hcDAF-12 act: -1.1; DAX1 inh-2: 3.9*; ADAM10 inh: -12.2

How did O=C(O)c1c2c(nc3ccc(S(=O)(=O)N4CCC(C(=O)NCc5ccccc5Cl)CC4)cc13)CCCC2 do in these assays?
GAA850 FXN act: 0.0; DAX1 inh-1: -0.8; hgDAF-12 ag: 1.8; GC-A act: 0.5; SMARCA2 act: -1.4; ssDAF-12 act: -1.0; PG9 binder: -2.0; ADAM17 inh: -2.7; hcDAF-12 act: 2.8; DAX1 inh-2: 0.8; ADAM10 inh: -8.3

Results for C[C@@H](CN=[N+]=[N-])CN1CC[C@H](C(C)(C)C)CCC1=O ?
GAA850 FXN act: -0.1; DAX1 inh-1: 0.5; hgDAF-12 ag: -0.8; GC-A act: 1.9; SMARCA2 act: 1.5; ssDAF-12 act: -1.5; PG9 binder: -0.7; ADAM17 inh: -1.3; hcDAF-12 act: -0.2; DAX1 inh-2: -0.4; ADAM10 inh: -2.0

What do the screens show for `COc1cc(OC)cc(C(=O)N2c3ccc(F)cc3CCC2C)c1` (configuration not stated)?
GAA850 FXN act: -1.9; DAX1 inh-1: -1.3; hgDAF-12 ag: -1.1; GC-A act: -45.3; SMARCA2 act: -6.0; ssDAF-12 act: -1.4; PG9 binder: -0.2; ADAM17 inh: -2.6; hcDAF-12 act: -3.2; DAX1 inh-2: -1.1; ADAM10 inh: 5.4
